Source: PubChem
C2C12 statin: suppressors of statin myotoxicity in C2C12 myotubes, primary screen, cell-based, single point, plate reader; C2C12 myotubes + simvastatin, ATP luminescence, 48 h; scaled: DMSO 0, geranylgeraniol control 100; rescue of ATP level, % at 7.49 µM; 330,000 tested, 0.78% active; AID 602340, 2012;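 active means mean ATP rescue above about 67%, or every replicate alone reaching that limit, limit read from the data, passing the limit was not always enough; inconclusive means no clear call, values can overlap the other calls; inactive means mean under the limit and some replicate under it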;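 further: myotubes were challenged with 10 µM simvastatin during compound exposure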
E-selectin induc: E-selectin induction in HUVECs, primary screen, imaging, HUVEC, immunofluorescence imaging, single point | P16581 | normalized: neutral wells 0, TNF-alpha wells 100 | activation, % at 7.58 µM | 260,000 tested, 0.37% active;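 active means mean E-selectin-positive cell signal at least 10% of the positive control, reached in at least 60% of replicates, without over 20% cell loss; inconclusive means no rule given, readout overlaps actives, possibly toxicity-flagged; inactive means the rest, including those meeting only one limit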;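 further: in these data hits start at about 27%; measured in HUVEC primary endothelial cells; signal is the percent of cells scored E-selectin positive by PE staining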
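Assay system: HUVEC, human umbilical vein endothelial cells / Amount: 3,000 HUVEC/well / Controls: TNF-alpha positive control, DMSO neutral control / Compound dosing: single concentration / Medium: EGM-2 over gelatin coat / Evaluation: percent E-selectin-positive cells / Signal: immunofluorescence imaging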
S100A4 inh HTS: inhibitors of S100A4-myosin IIA peptide binding, primary screen, biochemical, fluorescence polarization, TAMRA-MyoIIA peptide. inhibition, % at 10.7 µM. Protein S100-A4 (Homo sapiens), P26447. 360,000 tested, 0.14% active;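 active means mean inhibition of at least 70% across replicates, with every replicate also reaching that level; inconclusive means mean inhibition reaches 70% but some replicates fall short; inactive means mean inhibition below 70%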
Target sequence (P26447 whole entry, looked up): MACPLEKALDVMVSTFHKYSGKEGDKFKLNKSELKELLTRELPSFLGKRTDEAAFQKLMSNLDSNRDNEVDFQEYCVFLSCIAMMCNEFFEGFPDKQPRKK
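Material: S100A4 monomer protein | Medium: HEPES pH 7.2 with CaCl2, KCl, NaCl, DTT, Triton | Reagent: Labelled myosin peptide probe, 5 nM | Doses: One dose per compound | Times: 5 min incubation before reading | Benchmarks: Neutral control DMSO, positive control TFP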
PglD inh: C. jejuni PglD acetyltransferase inhibitors, primary screen, biochemical, DTNB colorimetric, single point; purified PglD enzyme, DTNB colorimetric CoA detection; inhibition, % at 12.5 µM; 360,000 tested, 0.098% active; in the data active means inhibition above about 16%, passing the limit was not always enough; inconclusive means no clear call, values can overlap the other calls; further: strong numbers were not always called active
SIRT5 block: SIRT5 desuccinylase inhibitors, primary screen, biochemical, fluorescence imaging, single point, set 5 | Purified SirT5, succinyl-peptide AMC, trypsin-coupled fluorescence | NAD-dependent protein deacylase sirtuin-5, mitochondrial (Homo sapiens), Q9NXA8 | 330,000 tested, 1.1% active | inhibition, % at 15 µM | AID 652115, 2013; in the data active means inhibition above about 15%; inconclusive means no clear call, values can overlap the other calls
Target sequence (Q9NXA8 whole entry, looked up): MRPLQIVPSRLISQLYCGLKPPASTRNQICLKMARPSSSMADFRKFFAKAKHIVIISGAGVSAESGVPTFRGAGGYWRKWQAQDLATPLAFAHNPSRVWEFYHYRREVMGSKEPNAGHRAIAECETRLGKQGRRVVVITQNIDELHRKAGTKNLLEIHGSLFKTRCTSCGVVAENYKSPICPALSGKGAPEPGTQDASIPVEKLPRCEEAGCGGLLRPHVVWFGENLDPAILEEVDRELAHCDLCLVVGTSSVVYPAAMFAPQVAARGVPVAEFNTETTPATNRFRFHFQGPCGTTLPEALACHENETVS
ERp5 inh: inhibitors of ERp5-driven insulin aggregation, primary screen, biochemical, turbidity, absorbance 650 nm, single point; 90 min; inhibition, % at 9.99 µM; 350,000 tested, 0.05% active; AID 651711, 2012;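 active means mean replicate inhibition above about 25%, with every replicate also reaching it, limit read from the data, passing the limit was not always enough; inconclusive means only one of those two criteria met; inactive means neither criterion met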
Target sequence (Q15084 whole entry, looked up): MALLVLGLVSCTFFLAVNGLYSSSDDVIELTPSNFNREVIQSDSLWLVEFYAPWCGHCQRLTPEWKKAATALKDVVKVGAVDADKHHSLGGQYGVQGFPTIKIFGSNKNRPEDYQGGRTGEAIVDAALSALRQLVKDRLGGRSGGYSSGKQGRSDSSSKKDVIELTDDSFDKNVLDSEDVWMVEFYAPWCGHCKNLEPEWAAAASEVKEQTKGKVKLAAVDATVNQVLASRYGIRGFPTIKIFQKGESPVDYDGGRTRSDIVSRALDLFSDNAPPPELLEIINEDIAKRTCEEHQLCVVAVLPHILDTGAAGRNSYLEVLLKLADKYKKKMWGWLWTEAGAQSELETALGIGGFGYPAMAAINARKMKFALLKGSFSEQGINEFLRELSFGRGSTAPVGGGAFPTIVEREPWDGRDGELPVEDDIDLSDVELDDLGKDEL
DENV2 CPE: inhibitors of DENV2 cytopathic effect, primary screen, cell-based, plate reader, single concentration; AID 651640, 2012; CPE inhibition, % at 9.99 µM; 350,000 tested, 1.7% active; DENV2-infected cells, cytopathic effect rescue; in the data active means CPE inhibition above about 20%, passing the limit was not always enough; inconclusive means no clear call, values can overlap the other calls; tested in BHK-21 cells;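 further: 0% = median of neutral control wells and 100% = median of positive control wells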
An asterisk follows results filed as active; u = inconclusive; x = not tested or not shown. An excerpt (hit frequency here may not be typical).

The first two records as a preview:
1. C[C@H]1CN([C@@H](C)CO)C(=O)Cc2cc(NC(=O)Nc3cccc4ccccc34)ccc2O[C@H]1CN(C)Cc1ccc(Cl)c(Cl)c1
2. Cc1ccnc(NC(=O)/C=C/c2ccccc2[N+](=O)[O-])c1

screen / no.	1	2
C2C12 statin	13	x
E-selectin induc	-1.2	-0.2
S100A4 inh HTS	2	0
PglD inh	-3	x
SIRT5 block	15*	-2
ERp5 inh	-7	2
DENV2 CPE	10	3

All compounds of this part, previewed entries included:
1. C[C@H]1CN([C@@H](C)CO)C(=O)Cc2cc(NC(=O)Nc3cccc4ccccc34)ccc2O[C@H]1CN(C)Cc1ccc(Cl)c(Cl)c1
2. Cc1ccnc(NC(=O)/C=C/c2ccccc2[N+](=O)[O-])c1
3. CCOc1ccc(CN2CCN(Cc3ccc4cc(F)ccc4n3)CC2CCO)cc1 (stereo not drawn)
4. CCCCNC(=O)C[C@@H]1C[C@@]2(C(=O)OC)CC(C)(C)CC=C2N(Cc2ccccc2)C1=O
5. C[C@H](CO)N1C[C@H](C)[C@H](CN(C)C(=O)CN2CCOCC2)Oc2cc(C#Cc3cccc(F)c3)ccc2S1(=O)=O
6. C[C@@H]1CN([C@H](C)CO)C(=O)c2cccc(N(C)C)c2O[C@H]1CN(C)C(=O)Nc1ccc2c(c1)OCO2
7. Cc1ccc(CN2CCC(C(=O)c3ccc(F)cc3)CC2)cc1
8. Cc1c(NC(=O)c2cc(-c3ccccc3)nc3ccccc23)c(=O)n(-c2ccccc2)n1C
9. O=C(C[C@H]1C[C@@H]2c3cc(NC(=O)Nc4ccc(C(F)(F)F)cc4)ccc3O[C@@H]2[C@@H](CO)O1)NCC1CC1
10. CCOC(=O)C1=C(C)Nc2nc(SCC(=O)OC)nn2C1c1cc(F)cc(F)c1 (stereo not drawn)

screen / no.	1	2	3	4	5	6	7	8	9	10
C2C12 statin	13	x	2	x	3	5	-10	10	3	6
E-selectin induc	-1.2	-0.2	0.1	-0.3	-0.4	0.1	-0.3	1.9	0.5	0.9
S100A4 inh HTS	2	0	3	20	-3	-24	-6	-21	-6	-2
PglD inh	-3	x	-2	x	0	2	3	1	0	5
SIRT5 block	15*	-2	-4	2	8	0	x	2	7	-16
ERp5 inh	-7	2	0	1	-1	3	-2	-9	4	6
DENV2 CPE	10	3	0	-5	0	-10	-9	5	1	7

An excerpt from above in order of their number in S100A4 inh HTS, descending.
cpd | smiles | S100A4 inh HTS
2 | Cc1ccnc(NC(=O)/C=C/c2ccccc2[N+](=O)[O-])c1 | 0
9 | O=C(C[C@H]1C[C@@H]2c3cc(NC(=O)Nc4ccc(C(F)(F)F)cc4)ccc3O[C@@H]2[C@@H](CO)O1)NCC1CC1 | -6
6 | C[C@@H]1CN([C@H](C)CO)C(=O)c2cccc(N(C)C)c2O[C@H]1CN(C)C(=O)Nc1ccc2c(c1)OCO2 | -24

Going on with the list.
11. C[C@H](CO)N1C[C@H](C)[C@@H](CN(C)CC2CCCCC2)Oc2ccc(NC(=O)CCC(F)(F)F)cc2CC1=O
12. COc1ccc2nc(NC(=O)CSCc3c(C)noc3C)sc2c1
13. Cc1cc(C(=O)CSc2nnc(N)s2)c(C)n1C1CC1
14. CC(C)(C)C(=O)NC(=S)Nc1ccc(C(F)(F)F)cc1
15. CN(C)C(=O)c1cccc(-c2ccc([C@@H]3[C@H]4CN(C(=O)CC5CC5)CC(=O)N4[C@H]3CO)cc2)c1
16. COC(CCN(C)C)(c1ccccc1)c1ccccc1
17. CC1(c2ccc3noc(-c4cccc(F)c4)c3c2)OCCO1
18. C=CCC1c2cccc(C(=O)O)c2C(=O)N1c1cccc(OC)c1 (stereo not drawn)
19. Cc1cccc(S(=O)(=O)N2CCCCN3[C@H](C2)[C@H](c2ccc(C#C[C@H](C)O)cc2)[C@@H]3CO)c1
20. COc1cc(NC(=O)CCc2c(C)noc2C)c(C(=O)O)cc1OC

screen / no.	11	12	13	14	15	16	17	18	19	20
C2C12 statin	24	x	8	-18	x	-19	4	x	-45	-3
E-selectin induc	0.4	0.2	1.4	-0.2	0.8	x	3.0	1.4	-0.5	0.2
S100A4 inh HTS	10	5	6	1	3	-23	11	-2	24	0
PglD inh	3	x	1	-3	x	5	-3	6	3	2
SIRT5 block	10	-5	-5	-2	3	-2	0	-1	0	0
ERp5 inh	8	6	-2	3	3	-2	1	-5	0	4
DENV2 CPE	-8	7	1	-4	8	0	-5	-2	-1	1

21. CCNC(=O)C[C@H]1C=C[C@H](NC(=O)C2CC2)[C@@H](CO)O1
22. OCCCn1c(CCNc2nc(-c3ccc(F)cc3)cs2)nc2cc(C(F)(F)F)ccc21
23. O=C(Nc1cccc2ccccc12)c1[nH]c(-c2ccccc2)c2c1C(=O)N(C1CC1)C2=O
24. CN(Cc1ccccc1)S(=O)(=O)c1ccccc1Br
25. CCCCCCCCOc1ccc(C(=O)O)cc1
26. COCC(=O)Nc1ccc2c(c1)[C@H]1C[C@H](CC(=O)NCc3ccccc3)O[C@H](CO)[C@H]1O2
27. COc1ccc(OC)c(NC(=O)COC(=O)CCc2nc3ccccc3c(=O)[nH]2)c1
28. CO[C@H]1CN(C)C(=O)c2cc(NC(=O)C3CCOCC3)ccc2OC[C@H](C)N(CC2CC2)C[C@@H]1C
29. COc1ccc(CN(C)CCCn2ccc(N)nc2=O)cc1OC
30. O=C(N[C@@H]1CC[C@H](CCNS(=O)(=O)c2ccccc2Cl)O[C@@H]1CO)c1ccccc1

screen / no.	21	22	23	24	25	26	27	28	29	30
C2C12 statin	6	-13	-14	-11	-11	-1	5	-27	-2	-5
E-selectin induc	0.0	1.1	0.1	0.0	x	-0.6	0.1	0.2	-0.2	0.0
S100A4 inh HTS	-2	-2	3	-1	-2	10	-13	-4	3	-1
PglD inh	-5	1	-3	-3	4	1	5	-3	-1	-1
SIRT5 block	-1	x	5	x	x	12	2	-1	-1	-4
ERp5 inh	2	5	-12	-1	-5	1	-2	6	-2	3
DENV2 CPE	-5	0	8	-2	x	7	7	0	u	-5

31. CCCCCc1nnc(NC(=O)C2COc3ccccc3O2)s1 (stereo not drawn)
32. COc1ccc2c3c(n(C)c2c1)[C@@H](CO)N(C)CC31CN(S(=O)(=O)c2cccc(F)c2)C1
33. CCN=C1SC(CC(=O)NC(C)c2ccccc2)C(=O)N1CC (stereo not drawn)
34. Cc1cccc(N=C2CSC(=O)N2)c1
35. CCOc1ccc(-c2nnc(SCC(=O)Nc3cc(C)on3)o2)cc1
36. COc1ccc(C)cc1NC(=O)Cc1c(C(=O)O)n(C)c2ccccc12
37. C[C@@H]1CN([C@@H](C)CO)C(=O)CCCn2nncc2CO[C@@H]1CN(C)C(=O)CCCN(C)C
38. CCCC1C2C(=O)N(c3cccc(C)c3)C(=O)C2ON1c1ccccc1 (stereo not drawn)
39. C[C@@H]1CN([C@@H](C)CO)C(=O)c2ccccc2-c2ccccc2CO[C@@H]1CN(C)Cc1ccc2c(c1)OCCN2C
40. C[C@H]1CCCCO[C@H](CN(C)Cc2ccc(Cl)c(Cl)c2)[C@@H](C)CN([C@@H](C)CO)C(=O)c2cc(NC(=O)Nc3cccc4ccccc34)ccc2O1

screen / no.	31	32	33	34	35	36	37	38	39	40
C2C12 statin	9	x	7	1	x	7	-50	x	14	x
E-selectin induc	-0.7	0.4	x	4.7	-2.2	0.1	0.4	0.5	-0.2	0.1
S100A4 inh HTS	9	-1	2	-1	-3	1	4	0	-5	5
PglD inh	-7	x	x	-3	x	-6	2	1	-4	10
SIRT5 block	-4	x	-2	-2	0	0	-5	-2	2	2
ERp5 inh	-2	-3	3	-1	1	0	-6	0	1	0
DENV2 CPE	x	-5	5	5	2	-6	1	5	5	13

41. COc1ccc(OC)c(C(=O)CSc2nnc(C3CC3)n2C2CC2)c1
42. Cn1c(CN2CCCC2)nc2cc(NS(=O)(=O)c3ccccc3)ccc21
43. COc1ccc(CCNC(=O)CN2C(=O)COc3ccc(S(=O)(=O)N4CCOCC4)cc32)c(OC)c1
44. COc1ccc(CN(C)C(=O)C(Cc2ccccc2)NC(=O)c2ccccc2)c(OC)c1 (stereo not drawn)
45. CCS(=O)(=O)N1CC(=O)N2[C@H](CO)[C@@H](c3ccc(C#CC4CC4)cc3)[C@@H]2C1
46. CN(NS(=O)(=O)c1ccc(Cl)cc1)c1cnn(C)c(=O)c1Cl
47. CCc1ccc(NC(=O)C(C)OC(=O)CC(NC(C)=O)c2ccccc2)cc1 (stereo not drawn)
48. Cc1ccc(S(=O)(=O)N2[C@@H](c3ccccc3F)C(C(=O)O)=CC[C@H]2c2ccc(Cl)c(Cl)c2)cc1
49. C=CCn1c(C)nnc1SCC(=O)Nc1ccc2c(c1)OCCO2
50. CC(C)CN(C(=O)CCC(=O)OCC(=O)N(C)c1ccccc1)c1c(N)n(CC(C)C)c(=O)[nH]c1=O

screen / no.	41	42	43	44	45	46	47	48	49	50
C2C12 statin	-3	14	-4	x	x	3	0	0	7	11
E-selectin induc	0.0	x	x	x	0.2	x	0.1	-0.8	-0.3	x
S100A4 inh HTS	4	3	-1	-1	-5	-2	-6	0	2	2
PglD inh	-2	-4	-7	x	x	-2	x	4	-4	-2
SIRT5 block	x	x	0	0	1	-3	-3	x	x	-1
ERp5 inh	3	4	x	11	5	-3	0	-3	5	2
DENV2 CPE	2	x	-3	u	-7	0	4	-13	7	1

51. COC(=O)c1sccc1Oc1ccc(Cl)cc1N1C(=O)CCC1=O
52. C[C@@H]1CN([C@@H](C)CO)C(=O)c2cc(-c3cccnc3)cnc2O[C@H]1CN(C)C
53. CNc1nc(NCC2CCCCC2)c2sccc2n1
54. COC(=O)C(Cc1ccc(O)cc1)NC(=O)C(CC(=O)OC(C)(C)C)NC(=O)OC(C)(C)C (stereo not drawn)
55. COc1ccc(N2CCN(S(=O)(=O)CCNC(=O)C3CCCCC3)CC2)cc1
56. C[C@@H](O)C#Cc1cnc2c(c1)C(=O)N([C@@H](C)CO)C[C@H](C)[C@H](CN(C)C(=O)Cc1ccccn1)O2

screen / no.	51	52	53	54	55	56
C2C12 statin	3	2	-11	x	12	1
E-selectin induc	0.0	-0.1	1.2	0.1	x	0.0
S100A4 inh HTS	-4	4	-5	1	-1	-47
PglD inh	0	-5	-4	x	2	-1
SIRT5 block	-4	-4	0	3	-1	-3
ERp5 inh	1	6	6	0	x	-3
DENV2 CPE	u	x	-7	4	10	2
